Assay outcomes (PubChem BioAssay)
LANA DNA inh – inhibitors of KSHV LANA C-terminal domain DNA binding; inhibition, % at 9 µM; AID 504423; 340,000 compounds, 0.078% hits; MBP-C-LANA/FAM-LBS DNA binding, fluorescence polarization;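 active means highest replicate inhibition at or above 60% at 9 µM, even if other replicates fall short; inactive means all replicates below 60% inhibition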;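 further: 0% = neutral control wells and 100% = 4 µM acridine orange control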
NSD2 HMT inh – inhibitors of human histone methyltransferase NSD2 | O96028 | NSD2 peptide methylation, AlphaScreen, 120 min | inhibition, % at 12.5 µM | 310,000 compounds, 0.54% hits | AID 743445; in the data active means inhibition above about 50%
CAL PDZ FP-1 – CAL PDZ (human) peptide binding inhibition; purified CAL PDZ, TMR-peptide fluorescence polarization, 1 h; 300,000 compounds, 0.92% hits; AID 602252; inhibition, % at 24.9 µM;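 active means mean inhibition of at least 30% with at least half of replicates also reaching 30%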;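 further: 0% = DMSO neutral control and 100% = excess unlabeled competitor peptide PRC23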
CAL PDZ FP-2 – human CAL PDZ-peptide interaction inhibition; Q9HD26; purified CAL PDZ, TMR-peptide fluorescence polarization, 1 h; inhibition, % at 20 µM; 330,000 compounds, 0.02% hits; AID 504414;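 active means highest replicate inhibition of at least 40%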;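 further: plate controls were DMSO neutral control wells for no effect and unlabeled competitor peptide control wells for full effect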
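System: tagged CAL PDZ domain. Schedule: 1 h room-temperature incubation prior to read. Signal: fluorescence polarization (mP). Measure: percent inhibition from loss of millipolarization.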
RTF Ca sens inh – cardiac RTF calcium desensitization; P19429+P45379; IANBD-labeled cardiac RTF, Ca2+ fluorescence; inhibition, % at 7.15 µM; 340,000 compounds, 0.12% hits; AID 493244;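 active means inhibition above the mean inhibition of all tested compounds plus 3 SD, cut at about 17% in these data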;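 further: assay run at fixed EC70 calcium of 1.6 mM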
DAGLB inh – blocks human DAGLB lipase activity; Q8NCG7; 340,000 compounds, 0.059% hits; inhibition, % at 5.17 µM; AID 504411; HEK293T DAGLB membrane lysate, EnzChek fluorogenic substrate; in the data active means inhibition above about 34%;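 further: 0% = enzyme with vehicle and 100% = wells lacking enzyme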
Keap1-Nrf2 PPI – Keap1-Nrf2 (human) interaction inhibition; Q14145; Keap1 Kelch-Nrf2 peptide fluorescence polarization, 1536-well; inhibition, % at 9.4 µM; 340,000 compounds, 0.15% hits; AID 504523; in the data active means inhibition above about 12%;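 further: human Keap1 Kelch domain with fluorescein labeled Nrf2 9mer peptide probe; 0% = neutral control wells and 100% = peptide positive control; higher means more block of Keap1 binding to Nrf2 peptide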
Target sequence (Q14145 whole entry, looked up, the tested form may be a part): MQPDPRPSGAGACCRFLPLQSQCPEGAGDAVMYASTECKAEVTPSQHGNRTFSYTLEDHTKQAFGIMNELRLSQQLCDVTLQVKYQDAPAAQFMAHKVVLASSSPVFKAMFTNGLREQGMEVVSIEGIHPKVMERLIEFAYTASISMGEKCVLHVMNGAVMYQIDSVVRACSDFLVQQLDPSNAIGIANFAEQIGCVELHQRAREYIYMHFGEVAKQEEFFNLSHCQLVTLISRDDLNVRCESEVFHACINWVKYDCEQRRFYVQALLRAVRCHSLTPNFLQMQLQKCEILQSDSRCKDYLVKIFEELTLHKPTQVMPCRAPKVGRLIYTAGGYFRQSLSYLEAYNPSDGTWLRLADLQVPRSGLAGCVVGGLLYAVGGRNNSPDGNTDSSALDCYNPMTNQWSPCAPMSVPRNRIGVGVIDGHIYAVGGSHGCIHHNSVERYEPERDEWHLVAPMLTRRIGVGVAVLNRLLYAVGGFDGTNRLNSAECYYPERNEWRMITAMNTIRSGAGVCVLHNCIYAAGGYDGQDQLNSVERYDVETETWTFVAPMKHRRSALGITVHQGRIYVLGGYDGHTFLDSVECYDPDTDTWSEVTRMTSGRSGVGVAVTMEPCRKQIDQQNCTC
Pemphigus Ab inh – inhibitors of pemphigus antibody binding to human desmoglein-3. DSG3-coupled beads, scFv-anti-DSG3-GFP binding, flow cytometry; hits give low values. binding (percent of control), % at 10 µM. 310,000 compounds, 0.48% hits;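 active means binding more than 3 SD below its plate's average and above zero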;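 further: hits lower antibody fragment binding to DSG3; some compounds called inactive have numbers as strong as hits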
V-ATPase pH – yeast V-ATPase proton transport regulation by pHLuorin. response, % at 10 µM. 350,000 compounds, 0.37% hits. AID 504577. S. cerevisiae, pHLuorin cytosolic pH fluorescence; in the data active means response mostly above about 7.3%, no sharp cut-off; inactive means mostly below about 5.4%; further: actives read high; inactives centre near 0; some compounds called inactive have numbers as strong as hits; reference of the scale not given here
Arr AP2 block – inhibitors of human beta-arrestin and AP2 interaction; inhibition, % at 10 µM; FITC-arrestin peptide / GST-AP2 beads, flow cytometry; AP2 beta2 appendage carries R879A mutation; 340,000 compounds, 0.31% hits; AID 504490;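 active means inhibition above a set limit, near 3 SD of compounds lacking own fluorescence, cut at about 54% in these data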;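 further: plate controls were DMSO wells for no effect and 5 µM unlabelled arrestin peptide for full effect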
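Material – AP2 appendage R879A on GSH beads · Buffer or medium – PBS with 0.05% Tween 20 and 0.1% BSA · Probe or stimulus – fluorescein-tagged arrestin peptide at 50 nM final · Incubation – compound with beads 12 min RT, then probe 1 h RT · Detection – high-throughput flow cytometry of beads, ex 488, em 535 nm · Evaluation – percent response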
The depositor's hits bear a star; / = no result given. Not all compounds are listed; count on the stated rates, not on these rows.

SMILES | LANA DNA inh | NSD2 HMT inh | CAL PDZ FP-1 | CAL PDZ FP-2 | RTF Ca sens inh | DAGLB inh | Keap1-Nrf2 PPI | Pemphigus Ab inh | V-ATPase pH | Arr AP2 block
CCCCCCNC(=O)Cc1c(O)c2ccccc2[nH]c1=O | 0.6 | 3 | 0 | -1.0 | -14 | -1 | 2 | / | 1 | 0
Cc1cc2nnc(SCC(=O)Nc3cccc(S(=O)(=O)N4CCOCC4)c3)n2c2ccccc12 | -0.8 | 1 | 1 | -1.3 | 1 | -2 | -2 | 99 | 1 | 35
CCN(CC)S(=O)(=O)c1ccc(Cl)c(NC2=NCCCCC2)c1 | -1.2 | 0 | / | -0.6 | 6 | -2 | 0 | 105 | 1 | -23
C[C@H](O)[C@@H]1C(=O)N2CCc3ccc(N4CCOCC4)cc3[C@@H]2C[C@@H]1N(C)S(=O)(=O)c1ccccc1 | 0.5 | / | -7 | 0.4 | -3 | 0 | 0 | 97 | -2 | 42
O=C(c1ccc(Cl)c(S(=O)(=O)N2CCCCCC2)c1)N1CCN(c2ccc(O)cc2)CC1 | -0.1 | 6 | -3 | 0.8 | 1 | -2 | -3 | 97 | -2 | 2
N#CCn1cc(/C=N/NC(=O)c2cc3c(ccc4ccccc43)o2)c2ccccc21 | -0.4 | 1 | -4 | -1.9 | -2 | -1 | -3 | 91 | -2 | -20
Cc1nn2c(=S)[nH]nc2[nH]c1=O | -0.8 | 5 | -3 | 0.2 | 2 | 2 | -2 | 100 | -6 | 0
O=C(c1cccc(C(F)(F)F)c1)C1CCCN(C(=O)c2cc(C3CC3)[nH]n2)C1 (configuration not stated) | -1.0 | -2 | -3 | -3.1 | -1 | -2 | -1 | 100 | -1 | -1
Cc1ccc(NC(=O)c2ccc(Cl)cc2[N+](=O)[O-])nc1 | 1.6 | -3 | -1 | -1.4 | 2 | -1 | -5 | 91 | 0 | 2
COc1ccc(CC(=O)OCC(=O)Nc2c(C)n(C)n(-c3ccccc3)c2=O)cc1 | -3.3 | 0 | -12 | / | -9 | -3 | 3 | 110 | 0 | -8
COc1ccc(NC(=O)c2ccc(S(=O)(=O)N(C)C)cc2)cc1 | -1.0 | -2 | / | 0.6 | 8 | -4 | 1 | 79 | -1 | 35
COc1cc2ccccc2cc1C(=O)N/N=C/c1cccnc1 | 0.7 | 0 | -2 | -1.6 | -4 | -1 | -5 | 105 | 21* | 26
COC(=O)c1ccc(COc2ccccc2[N+](=O)[O-])o1 | 0.2 | / | 2 | -1.1 | -23 | -1 | -6 | 96 | -3 | -5
Cc1ccc(C2(c3ccccc3)NC(=O)N(CC(=O)NC3CCS(=O)(=O)C3)C2=O)cc1C (configuration not stated) | -0.5 | 2 | 2 | 0.2 | -8 | 1 | 0 | 100 | 6 | -16
CCOC(=O)C1CCN(c2c(N3CCCCCC3)c(=O)c2=O)CC1 | -0.8 | / | / | 0.2 | -1 | 0 | -2 | 98 | 1 | -8
Cc1ccc(C)c(NC(=O)c2ccc[n+](Cc3ccc([N+](=O)[O-])cc3)c2)c1 | 0.0 | 1 | -4 | 0.2 | -11 | 0 | -4 | 114 | 0 | 7
CC(=O)CC1(O)C(=O)N(Cc2ccccc2)c2ccccc21 (configuration not stated) | 2.2 | -1 | 1 | -1.3 | -12 | -1 | -4 | / | 4 | -7
C=CCN(C(=O)CCC(=O)Nc1cc(C)on1)C(C(=O)NC(C)(C)C)c1cccc(OC)c1OC (configuration not stated) | 3.0 | / | 0 | -2.4 | 4 | -3 | 2 | 100 | 0 | -11
CCn1c(SCC(=O)NCc2ccccc2)nnc1C(CO)NC(=O)c1ccccc1 (configuration not stated) | 2.8 | -5 | / | -0.9 | -7 | 1 | -2 | 103 | 4 | -15
CCc1cc2ccc(OC)cc2nc1SCC(=O)NNC(=O)c1ccco1 | 0.0 | 3 | 1 | -1.2 | 1 | -1 | -4 | 106 | -1 | 3
N/C(=N\OC(=O)c1ccccc1)c1ccccn1 | -0.9 | -2 | -2 | -1.1 | -2 | -1 | -6 | 99 | 5 | -4
CCCn1nnnc1NCc1ccc(Cl)cc1Cl | 0.7 | -1 | -3 | -4.1 | -1 | -3 | 2 | 113 | 0 | -30
COc1ccc(N2CCN(Cc3nc4scc(-c5cccs5)c4c(=O)[nH]3)CC2)cc1 | 0.2 | 17 | 0 | -0.3 | -23 | 2 | -4 | 101 | 3 | -18
O=C(COc1cccnc1[N+](=O)[O-])NCc1cccs1 | -1.5 | 2 | -1 | 0.3 | -4 | -1 | 1 | 100 | 1 | -15
CCC(C)N=C1SCC(C)(/C=N/O)S1 (configuration not stated) | -0.6 | 3 | -2 | -1.3 | 3 | 0 | -3 | 100 | 6 | 0

Further structures follow.
SMILES | LANA DNA inh | NSD2 HMT inh | CAL PDZ FP-1 | CAL PDZ FP-2 | RTF Ca sens inh | DAGLB inh | Keap1-Nrf2 PPI | Pemphigus Ab inh | V-ATPase pH | Arr AP2 block
CC1CN(C(=O)C(C)Sc2nnnn2C)CC(C)O1 (configuration not stated) | 1.8 | 29 | -3 | -1.5 | -6 | -2 | -1 | 76 | -1 | 27
COc1ccc(C(C(=O)NCC2CCCO2)N(C(=O)CNC(=O)c2cccs2)c2ccc(NC(C)=O)cc2)cc1OC (configuration not stated) | -0.1 | -1 | 2 | -0.3 | -6 | 1 | -2 | 99 | -2 | -18
COc1cccc(CN2CCCC(CNC(=O)c3ccc(F)cc3)C2)c1OC (configuration not stated) | 0.7 | 0 | 1 | -1.9 | -19 | 0 | -4 | 108 | / | -6
N/C(=N\c1nc2ccccc2o1)NC(=O)c1cccc(Br)c1 | / | 24 | / | / | / | / | / | 113 | 3 | -5
CSc1nc2sc3c(c2c(=O)n1C)CCC(C)C3 (configuration not stated) | -0.3 | -1 | -2 | -2.1 | -5 | -10 | -4 | 123 | -1 | -7
Cc1nc(SCC(=O)NC2CCS(=O)(=O)C2)c2c3c(sc2n1)CCC3 (configuration not stated) | 0.6 | 0 | / | -1.3 | 3 | -2 | 2 | 91 | 1 | -8
CCc1ccc(OCC(=O)Nc2ccc(-c3nc4ccccc4o3)c(O)c2)cc1 | -0.4 | 2 | 0 | -0.8 | -3 | -1 | 1 | 97 | -4 | -9
C=CCN1C=C/C(=C\C=C(C#N)C#N)c2ccccc21 | -2.2 | 26 | -3 | -2.6 | -3 | 32 | -7 | 91 | 5 | 3
Cc1c(Cl)cccc1NC(=O)C1CCN(c2cnccn2)CC1 | -1.8 | -5 | / | -1.0 | -9 | 0 | 2 | / | -3 | 14
O=c1c2ccccc2c(C=Nc2ccc(Cl)cn2)c(O)n1-c1cc(Cl)ccc1N1CCOCC1 | -1.1 | 0 | -5 | / | -1 | 2 | -4 | 98 | -2 | -2
O=S(=O)(NCCc1ccccn1)c1ccc(F)c(F)c1 | -0.1 | 2 | 0 | / | -9 | -2 | -3 | 106 | 4 | -8
O=C(Nc1cccc(Cl)c1N1CCCCC1)c1ccc(N2CCOCC2)c([N+](=O)[O-])c1 | 2.0 | 2 | -6 | -0.4 | 10 | -3 | -5 | 81 | -8 | 9
CC(C)NC(=O)c1sc(=S)n2c1[nH]c(=O)c1ccc(C(=O)NCCc3ccc(Cl)cc3)cc12 | 0.6 | 0 | 8 | -1.8 | -2 | 1 | 2 | 125 | -5 | 0
CCn1ncc(S(=O)(=O)N2CCN(c3cccc(OC)c3)CC2)c1C | -0.3 | -4 | 1 | -1.8 | -1 | 0 | 1 | / | -1 | -7
COc1ccc(Br)c(-c2nnc(CS(=O)(=O)c3ccccc3)o2)c1 | 0.4 | 3 | 2 | -2.2 | 4 | -5 | 2 | 100 | -2 | 23
Cc1cccc(NC(=O)NCC(F)(F)F)n1 | 0.2 | -1 | / | -0.6 | -4 | -1 | -1 | 100 | -6 | 6
COc1ccc(CNC(=O)COC(=O)[C@H](Cc2c[nH]c3ccccc23)NC(=O)c2cccs2)cc1 | 0.0 | -2 | 0 | -0.2 | -11 | 3 | -1 | 102 | 0 | 10
CCOC(=O)c1c(NC(=O)CSc2nnc(-c3cccnc3)o2)sc(C)c1C | 0.7 | / | -3 | 0.1 | -11 | 1 | -6 | 107 | -2 | -2
O=C(NCCc1ccccc1)[C@@H]1CC=C[C@@H]2CCN(C3CCCCC3)C(=O)[C@@H]21 | -1.5 | / | 0 | -1.1 | -7 | 1 | -3 | 107 | 2 | 18
O=[N+]([O-])c1ccc(N(CC2CO2)S(=O)(=O)c2ccccc2)cc1 (configuration not stated) | -2.2 | -4 | -2 | 0.1 | -7 | -1 | 4 | / | -6 | 8
CCCCn1c(N)c(N(CCOC)C(=O)C(C)N2C(=O)c3ccccc3C2=O)c(=O)[nH]c1=O (configuration not stated) | 0.6 | 0 | 3 | -2.3 | -4 | 1 | 0 | 101 | 0 | 6
CCN(CC(=O)Nc1ccc(NC(C)=O)cc1)C(=O)C1CCCC1 | 1.7 | -2 | / | -0.5 | -13 | 2 | 0 | 102 | -5 | -3
Cc1[nH]c(=S)[nH]c(=O)c1CCOc1ccccc1 | -1.6 | 1 | 0 | -4.4 | 4 | 3 | 0 | 104 | 1 | 29
CCCCn1cnc(C(=O)OCC)c1N | -0.1 | -1 | 1 | -0.8 | -5 | -2 | -9 | 84 | -2 | -2
CC(C)C(=O)Nc1ccc(NC(=O)c2ccc3c(c2)OCO3)cc1 | 0.1 | -1 | -2 | 8.7 | 1 | -2 | -1 | 102 | -2 | 14
COc1cccc(NC(=O)C(=O)N/N=C/c2ccc3c(c2)OCO3)c1 | -0.4 | -1 | -2 | -1.6 | 1 | 1 | -6 | 101 | 8 | 11
O=C(c1ccc(F)cc1)N1CCN(Cc2ccccc2)CC1 | 6.3 | -3 | -4 | / | 6 | -4 | -3 | 90 | 0 | 9
FC(F)(F)c1ccc(Oc2ccc(Cl)cc2Br)nc1 | 0.2 | -11 | 0 | -3.2 | 2 | -3 | 3 | 109 | 0 | /
CN(CC(=O)Nc1ccc(F)cc1)C(=O)COC(=O)c1cc([N+](=O)[O-])ccc1N1CCOCC1 | 1.1 | 2 | / | -0.9 | -10 | 2 | 2 | 97 | 2 | -1
COc1ccc(-c2csc(COC(=O)C(C)(C)C)n2)cc1 | -6.7 | -4 | / | 0.3 | -4 | -9 | 0 | 113 | -3 | 1

Marked active in V-ATPase pH, among the entries above:
| compound | LANA DNA inh | NSD2 HMT inh | CAL PDZ FP-1 | CAL PDZ FP-2 | DAGLB inh | Keap1-Nrf2 PPI | Pemphigus Ab inh | V-ATPase pH | Arr AP2 block |
| --- | --- | --- | --- | --- | --- | --- | --- | --- | --- |
| COc1cc2ccccc2cc1C(=O)N/N=C/c1cccnc1 | 0.7 | 0 | -2 | -1.6 | -1 | -5 | 105 | 21* | 26 |

2 compounds from above, showing only Pemphigus Ab inh.
Compound	Pemphigus Ab inh
O=C(c1cccc(C(F)(F)F)c1)C1CCCN(C(=O)c2cc(C3CC3)[nH]n2)C1 (configuration not stated)	100
Cc1ccc(C)c(NC(=O)c2ccc[n+](Cc3ccc([N+](=O)[O-])cc3)c2)c1	114
